From PubChem BioAssay
Sm TGR inh = blocks Schistosoma mansoni thioredoxin glutathione reductase. Potency, µM (series often up to 114 µM), for the others: top-dose activity change, negative = inhibition, usual class: inhibitors. purified TGR, DTNB reduction, TNB absorbance 405 nm. Q962Y6. actives 3% (n = 360,000); further: potency means the concentration at half of the fitted maximal effect; nearly all actives have a fitted effect of over 60% in size
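Kinetic colorimetric format: TGR-catalysed, NADPH-driven DTNB reduction monitored via TNB absorbance. Enzyme dispensed at 20 nM; compound exposure 15 min at room temperature before reaction start.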
HCV inh = inhibitors of hepatitis C virus infection; actives 3.4% (n = 340,000); AID 651820; Potency, µM (titrated, usually from 41.8 µM), inactives show at the top dose activity change, negative = inhibition, actives largely listed as inhibitors; Huh7.5.1 HCVcc-Cre infection, luciferase reporter, 44 h; further: potency means the concentration at half of the fitted maximal effect
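Whole-lifecycle infectious HCVcc-Cre system; cells 1,000/well, compound then virus (~0.5 moi) added 4 h after plating, 44 h culture. Luciferase read 15 sec following 15 min substrate incubation, room temp.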
HCMV inh = human cytomegalovirus inhibition; activity change, negative = inhibition, % at 57.5 µM; AID 1259415; actives 4.5% (n = 410,000); HFF cells, HCMV-luciferase reporter, 72 h; hits give low values; in the data active means activity change below about -60%; inconclusive means no clear call, values can overlap the other calls; inactive means above about -39%
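Compounds were evaluated in HFFs infected with an HCMV luciferase reporter virus (MOI 1 PFU/cell). Luciferase in lysates collected 72 h post infection served as the replication measure.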
AmpC inh no detg = AmpC beta-lactamase inhibition without detergent; P00811; AmpC nitrocefin hydrolysis, absorbance 480 nm, 0.0001% Triton; Potency, µM (series often up to 57.1 µM), for the others: top-dose activity change, negative = inhibition, usual class: inhibitors; actives 0.52% (n = 330,000); AID 485341;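 further: potency means the concentration at half of the fitted maximal effect; plate controls were no compound for no effect and no enzyme for full effect; nearly all actives have a fitted effect of over 20% in size; some results filed as inactive show a strong effect at the top dose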
Target sequence (P00811 whole entry, looked up): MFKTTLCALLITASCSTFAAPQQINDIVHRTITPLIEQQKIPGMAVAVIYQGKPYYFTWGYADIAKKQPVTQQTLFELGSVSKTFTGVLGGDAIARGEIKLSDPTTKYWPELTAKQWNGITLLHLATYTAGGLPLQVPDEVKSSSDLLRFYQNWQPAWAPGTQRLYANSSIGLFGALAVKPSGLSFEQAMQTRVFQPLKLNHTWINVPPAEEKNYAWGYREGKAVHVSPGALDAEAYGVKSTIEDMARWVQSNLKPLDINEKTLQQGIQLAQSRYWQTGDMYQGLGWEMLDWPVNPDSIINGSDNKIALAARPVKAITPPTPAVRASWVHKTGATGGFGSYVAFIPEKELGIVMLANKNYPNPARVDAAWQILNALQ
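AmpC (5.3 nM in the dispensed reagent) in 20 mM phosphate pH 7.0 with 0.01% (detergent screen) or 0.0001% Triton X-100 was preincubated with compounds for 15 min at room temperature. Nitrocefin was then added from an 800 uM solution, and hydrolysis was followed at 480 nm.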
FBPA Giardia inh = blocks Giardia fructose-bisphosphate aldolase activity | A8B2U2 | purified Giardia FBPA | Potency, µM (highest dose often 59.6 µM), without a hit: at the top dose activity, negative = inhibition, hits mostly inhibitors | actives 0.71% (n = 290,000); further: potency means the concentration at half of the fitted maximal effect; nearly all actives have a fitted effect of over 55% in size
Target sequence (A8B2U2 whole entry, looked up): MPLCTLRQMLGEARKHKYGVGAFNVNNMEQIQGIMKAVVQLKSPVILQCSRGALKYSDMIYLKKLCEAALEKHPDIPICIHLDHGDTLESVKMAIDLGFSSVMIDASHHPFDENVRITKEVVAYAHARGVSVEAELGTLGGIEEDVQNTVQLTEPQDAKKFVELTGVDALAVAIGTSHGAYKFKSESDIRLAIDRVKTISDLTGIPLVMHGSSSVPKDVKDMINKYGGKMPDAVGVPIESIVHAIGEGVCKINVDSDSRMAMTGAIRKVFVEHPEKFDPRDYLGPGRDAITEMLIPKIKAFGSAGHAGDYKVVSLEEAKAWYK
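40 nM FBPA preincubated 10 min at RT with compound (up to 57.5 uM final), then substrate plus GAPDH/TPI/NAD/arsenate coupling and diaphorase/resazurin added. Fluorescence read after 20 min at RT, 525/598 nm.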
AmpC inh detg = blocks E. coli AmpC beta-lactamase in detergent assay. AID 485294. Potency, µM (series often up to 114 µM), inactives show at the highest dose activity change, negative = inhibition, hits mostly inhibitors. AmpC hydrolysis of nitrocefin, absorbance 480 nm, 0.01% Triton. actives 0.041% (n = 370,000);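 further: potency means the concentration at half of the fitted maximal effect; 0% = no-compound wells and -100% = no-enzyme wells; nearly all actives have a fitted effect of over 25% in size; some results filed as inactive show a strong effect at the top dose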
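20 mM phosphate pH 7.0 + 0.01% (detergent screen) or 0.0001% Triton X-100; 5.3 nM AmpC reagent; cpd preinc 15 min RT; nitrocefin (800 uM stock) to start; A480 q20 s × 4 min; Activity was normalised to no-enzyme and no-compound control wells.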
Active calls of the source: *; ? = inconclusive; . = no result given; & = joins results of further samples; ! = repeats disagree; [ ] = another dose, or the depositor's remark. Unless noted, the call rests on the fitted dose curve; in most records, active means well fitted curve in the direction sought with a large enough effect; inconclusive means small, poorly fitted or top-dose-only effect, or another doubt; inactive means no such curve, though single readings can be large; an effect the other way counts as inactive or inconclusive. Unless noted, on the % scale 0 is the no-effect control and ±100 the full control effect.

no. | molecule | Sm TGR inh | HCV inh | HCMV inh
1 | COc1ccccc1CNC(=O)CCNC(=O)C1CCN(S(=O)(=O)c2ccccc2)CC1 | -7% | 18% | ?
2 | COc1ccccc1NC(=S)NC(=O)CCc1ccccc1 | 4.5µM* | -4% | 7
3 | Cc1ccc(-c2c[n+]3c(n2-c2ccccc2)CCC3)cc1 | 0% | ? | -96*
4 | CC1(C)C(=S)N(Cc2ccccc2)c2ccccc21 | 3% | 13% | -30
5 | Cc1cccc2c1N(Cc1ccccc1OCCC(C)C)C(=O)C2=O | 0% | . | -93*
6 | O=C(Cn1c[n+](CC(=O)c2ccc([N+](=O)[O-])cc2)cn1)c1ccc([N+](=O)[O-])cc1 | 45µM* | ? | -93*!
7 | Cc1ccc(NC(=O)CN2C(=O)c3cccnc3Sc3ccccc32)cc1C | 1% | . | 47
8 | CC1CCC2(CC1)NC(=O)N(Cc1cccc(C(F)(F)F)c1)C2=O (stereo not drawn) | -6% | ? | -28
9 | Cc1cc(C)n(-c2ccc(Cl)c(C(=O)O)n2)n1 | 15% | -8% | 1
10 | CC1CCN(S(=O)(=O)c2ccc3c(c2)CCN3C(=O)Nc2ccc(Br)cc2F)CC1 | 6% | . | 4
11 | Cc1cc(C)c(/C([O-])=C(/C(=S)Nc2ccc(SC(F)F)cc2)[n+]2ccccc2)cc1C | -12% | ? | ?
12 | Cc1ccccc1NC(=O)CSc1nc2[nH]c(=O)cc(O)c2s1 | -4% | 34%[activator] | -17
13 | COc1ccc(C)cc1NC(=O)COC(C)=O | 0% | 5% | 1
14 | CCOC(=O)c1ccc(NC(=O)N2C3CCCC2CC(NC(C)=O)C3)cc1 (stereo not drawn) | 3% | ? | 5
15 | Cc1ccc(NC(=O)c2ccc(Cl)c(S(=O)(=O)NCc3ccco3)c2)c(O)c1 | . | -26% | 58

no. | AmpC inh no detg | FBPA Giardia inh | AmpC inh detg
1 | -6% | 12% | 3%
2 | -47% | . | 3%
3 | -18% | 2% | 5%
4 | -30% | -2% | -1%
5 | . | . | 16%
6 | -29%&-16% | -15%&-9% | -9%&-6%
7 | . | . | -3%
8 | -2% | 1% | -5%
9 | -10% | 16µM* | -17%
10 | . | . | 22%
11 | -21% | -12% | -11%
12 | -21% | . | ?
13 | -10% | -9% | -2%
14 | 7% | 4% | ?
15 | -31% | . | .

(more compounds)
no. | molecule | Sm TGR inh | HCV inh | HCMV inh
16 | O=C1N=c2ccccc2=C1c1[nH]c(=S)[nH]c1O | -15% | 16% | 50
17 | Cc1ccc(NC(=O)C2CCC(CNc3c(N4CCC(C)CC4)c(=O)c3=O)CC2)cc1F (stereo not drawn) | 4% | -5% | -38
18 | CCOc1ccc(-c2c(C(=O)N/N=C(\C)c3cccnc3)nnn2-c2nonc2N)cc1 | -22% | 8% | -13
19 | COc1cccc(OC)c1C(=O)NCCSC1CCCCC1 | ? | 17% | -36
20 | Cc1cc(C)c(S(=O)(=O)N(CC(=O)N2CCOCC2)C2CCCCC2)c(C)c1 | 4% | -6% | 0
21 | O=C(Nc1ccc(CN2CCCCC2)cc1)c1ccc(Br)o1 | -10% | ? | 5
22 | CCCCC(CC)CNC(=O)C1CCC(CNS(=O)(=O)c2cccc3nsnc23)CC1 (stereo not drawn) | -1% | . | 11
23 | COc1cccc2c1-c1c(C(=O)O)cccc1C2=O | 3% | 13% | 42
24 | O=[N+]([O-])c1ccc(N2CCN(S(=O)(=O)c3ccccc3)CC2)c2cccnc12 | 6%[57.1 µM] | -1% | 6
25 | Cc1cc(C)cc(-n2cc[nH]c2=S)c1 | 0% | 2% | 40
26 | COc1ccc(C2C(C#N)=C(N)OC3=C2C(=O)CC(C)(C)C3)cc1Cn1cc([N+](=O)[O-])cn1 (stereo not drawn) | 7% | ? | -8
27 | CCS(=O)(=O)c1ccc(O)c(NC(=O)c2ccc(S(=O)(=O)N3CCCCCC3)cc2)c1 | . | 6% | -7
28 | O=[N+]([O-])c1ccc(OCc2cnc(Cl)s2)cc1 | . | 4% | -12
29 | O=C(c1ccccc1-c1ncc[nH]1)N1CCc2c([nH]c3ccccc23)C1c1ccccn1 (stereo not drawn) | 7% | 11% | -24
30 | CCN1CCN(C(=O)Cn2ncc3c4ccccc4n(Cc4ccccc4F)c3c2=O)CC1 | 0% | . | -25

no. | AmpC inh no detg | FBPA Giardia inh | AmpC inh detg
16 | -40% | 2% | -2%
17 | -19% | 2% | -6%
18 | 2% | -6% | -9%
19 | 3% | 3% | -4%
20 | 104%[activator] | -5% | -13%
21 | -23% | -24% | 1%
22 | . | . | 10%
23 | -12% | -3% | -1%
24 | -28% | -2% | -1%
25 | -25% | -15% | 3%
26 | -25% | -5% | -13%
27 | -39% | . | .
28 | -42% | 0% | 4%
29 | 28% | 2% | -6%
30 | . | . | 16%

(further entries)
no. | molecule | Sm TGR inh | HCV inh | HCMV inh
31 | CC(=O)[C@@H]1[C@@H]2C(=O)N(c3ccccc3F)C(=O)[C@@H]2[C@H]2c3ccccc3C=NN12 | -31% | 2% | 116
32 | CCCCCOc1ccc(NC2=CC(=O)CCC2)cc1 | -3% | 12% | ?
33 | CCOC(=O)c1[nH]c(CSc2nnc(-c3ccc(OC)cc3)o2)c(C(=O)OCC)c1C | -5% | -5% | -15
34 | Nc1cc(N2CCCCC2)c([N+](=O)[O-])cc1Cl | 7% | -12% | 0
35 | CCCCOc1ccc(C(=O)CCN2CCCCC2)cc1 | 0.32µM* | 1%[8.37 µM] | -9
36 | COc1cc(CNCCc2c[nH]c3ccccc23)ccc1OCc1ccccc1F | 4% | ? | 0
37 | O=C(Cn1cc(C(F)(F)F)cc(Cl)c1=O)Nc1cc(Cl)cc(Cl)c1 | -4% | 2% | -36
38 | O=C(Cc1cccs1)Nc1nnc(SCc2ccc(F)cc2)s1 | -22% | -9% | -12
39 | CCOc1ncccc1C(=O)N1CCN(Cc2ccc3c(c2)OCO3)CC1 | 5% | 16% | 27
40 | CN1CCN(C(=O)c2ccc(-c3cccs3)s2)CC1 | 3% | -4% | -17
41 | Cc1ccc(C)c(Cn2nnc(C(=O)NCc3ccccc3)c2N)c1 | 2% | . | -14
42 | O=C(NC1CCCC1)C(c1ccc(Cl)cc1)N(C(=O)c1csnn1)C1CC1 (stereo not drawn) | -4% | 7% | 65
43 | O=C(CSc1ccc(Br)cc1)Nc1ccc(N2CCOCC2)cc1 | 0% | 10% | -15
44 | NS(=O)(=O)c1ccc(NC(=O)/C=C/c2cccs2)cc1 | 10% | 13% | 4
45 | CCOC(=O)N1CCC(NC(=O)C2CCN(S(=O)(=O)c3ccc4c(c3)oc(=O)n4C)CC2)CC1 | -4% | 7% | -22

no. | AmpC inh no detg | FBPA Giardia inh | AmpC inh detg
31 | -39% | 0% | 3%
32 | 23% | 7% | -3%
33 | -11% | -1% | -8%
34 | -17% | -1% | -22%
35 | -6% | -5% | -14%
36 | 11% | . | ?
37 | -20% | 1% | ?
38 | -24% | 3% | -10%
39 | -3% | 5% | -1%
40 | -3% | -3% | -3%
41 | . | . | 17%
42 | 3% | 8% | ?
43 | -22% | . | -1%
44 | -18% | -5% | 3%
45 | -11% | 2% | 0%

More records
no. | molecule | Sm TGR inh | HCV inh | HCMV inh
46 | CC(C)NC(=O)N(C)C[C@H]1Oc2ccc(NC(=O)C3CCCCC3)cc2C(=O)N([C@H](C)CO)C[C@@H]1C | . | 7% | 50
47 | COc1ccccc1N1CCN(C(=O)NC23CC4CC(CC(C4)C2)C3)CC1 | . | 15% | 15
48 | Cc1cccc(NC(=O)N2CCN(Cc3ccccc3)CC2)c1 | -12% | 8% | 57
49 | COc1ccc(C(=O)Nc2cc(C)on2)cc1S(=O)(=O)N1CC(c2ccccc2)CC1=O (stereo not drawn) | 3% | 4% | 19
50 | COc1ccnc2c1c(=O)n(Cc1cccc(F)c1)c(=O)n2C | -2% | -3% | -11
51 | Cc1cccn2c(=O)c3cc(C#N)c(=O)n(CCCN4CCOCC4)c3nc12 | 25µM* | ? | ?
52 | O=C(NCc1ccccc1)c1ccccc1CO | 0% | 14% | 19
53 | COc1cccc(-c2nc(-c3ccccc3)c(-c3ccccc3)[nH]2)c1OCC(=O)O | -23% | 1% | 2
54 | COc1cccc(N2CC(NC(=O)/C=C\c3ccc4c(c3)OCO4)CC2=O)c1 (stereo not drawn) | 14% | . | -9
55 | NC(=O)c1cc(N2CC2)c([N+](=O)[O-])cc1[N+](=O)[O-] | . | 0% | -13
56 | O=C(NN=C1C2CC3CC(C2)CC1C3)c1cccc(S(=O)(=O)N2CCOCC2)c1 | 3% | ? | 46
57 | NS(=O)(=O)c1ccc(CCNC(=S)NC2CCCCC2)cc1 | 9% | -11% | -35
58 | CC(C)CN1C(=O)c2ccc(NC(=O)Cc3ccccc3)cc2C1=O | . | -23% | ?
59 | Cc1ccc(CNC(=O)Cn2cc(C(=O)c3ccc(Cl)cc3)c(=O)c3ccc(C)nc32)cc1 | 1% | . | -15
60 | CCCCCc1nnc(NC(=O)NS(=O)(=O)c2ccc(C)cc2)s1 | 0% | 0% | 1
61 | CCCNc1nc2c(c(=O)[nH]c(=O)n2C)n1CCc1ccccc1 | -5% | ? | -15
62 | O=[N+]([O-])c1ccccc1OCCN1CCCC1 | -20% | 7% | 38
63 | COc1cccc2cc(C(C)N(CCCN3CCOCC3)C(=O)Nc3ccccc3)oc12 (stereo not drawn) | 0% | -4% | -2

no. | AmpC inh no detg | FBPA Giardia inh | AmpC inh detg
46 | 1% | . | .
47 | 44% | 5% | 0%
48 | -7% | 10% | -8%
49 | -3% | 3% | -4%
50 | -12% | 2% | -12%
51 | 5% | -25% | -8%
52 | -15% | 5% | -14%
53 | 3% | -6% | ?
54 | . | . | 2%
55 | . | -2% | .
56 | 1% | -2% | -22%
57 | 0% | 2% | 2%
58 | 4% | 10% | ?
59 | . | . | 19%
60 | -15% | 6% | -13%
61 | -17% | -1% | ?
62 | -7% | -16% | 2%
63 | 47% | 0% | 0%

Pulled by compound from the list above, 6 records:
no. | molecule | Sm TGR inh | HCV inh | HCMV inh
55 | NC(=O)c1cc(N2CC2)c([N+](=O)[O-])cc1[N+](=O)[O-] | . | 0% | -13
50 | COc1ccnc2c1c(=O)n(Cc1cccc(F)c1)c(=O)n2C | -2% | -3% | -11
59 | Cc1ccc(CNC(=O)Cn2cc(C(=O)c3ccc(Cl)cc3)c(=O)c3ccc(C)nc32)cc1 | 1% | . | -15
51 | Cc1cccn2c(=O)c3cc(C#N)c(=O)n(CCCN4CCOCC4)c3nc12 | 25µM* | ? | ?
56 | O=C(NN=C1C2CC3CC(C2)CC1C3)c1cccc(S(=O)(=O)N2CCOCC2)c1 | 3% | ? | 46
53 | COc1cccc(-c2nc(-c3ccccc3)c(-c3ccccc3)[nH]2)c1OCC(=O)O | -23% | 1% | 2

no. | AmpC inh no detg | FBPA Giardia inh | AmpC inh detg
55 | . | -2% | .
50 | -12% | 2% | -12%
59 | . | . | 19%
51 | 5% | -25% | -8%
56 | 1% | -2% | -22%
53 | 3% | -6% | ?
